DT40 TDP1 no CPT: qHTS for Inhibitors of human tyrosyl-DNA phosphodiesterase 1 (TDP1): qHTS in cells in absence of CPT. DT40 Tdp1-/- hTDP1 cells, no CPT, ATP luminescence, 48 h. 420,000 tested, 15% active. Potency, µM (doses to about 46.2 µM), for the others: at the highest dose activity change, negative = growth inhibition, usual class: inhibitors; further: nearly all actives have a fitted effect of over 55% in size
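Growth kinetics read by CellTiter-Glo luminescence after ≥48 hr at 37 °C. Cells: DT40 Tdp1-/- stably carrying human TDP1, 400 per well, compound exposure in the absence of CPT (DMSO vehicle).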
TDP1 block: TDP1 (human) enzyme inhibition. Q9NUW8. recombinant TDP1, AlphaScreen DNA substrate cleavage. Potency, µM (highest dose often 130 µM), without a hit: at the top dose activity change, negative = inhibition, most hits filed as inhibitors. 350,000 tested, 0.28% active. AID 485290; further: nearly all actives have a fitted effect of over 40% in size
Target sequence (Q9NUW8 whole entry, looked up): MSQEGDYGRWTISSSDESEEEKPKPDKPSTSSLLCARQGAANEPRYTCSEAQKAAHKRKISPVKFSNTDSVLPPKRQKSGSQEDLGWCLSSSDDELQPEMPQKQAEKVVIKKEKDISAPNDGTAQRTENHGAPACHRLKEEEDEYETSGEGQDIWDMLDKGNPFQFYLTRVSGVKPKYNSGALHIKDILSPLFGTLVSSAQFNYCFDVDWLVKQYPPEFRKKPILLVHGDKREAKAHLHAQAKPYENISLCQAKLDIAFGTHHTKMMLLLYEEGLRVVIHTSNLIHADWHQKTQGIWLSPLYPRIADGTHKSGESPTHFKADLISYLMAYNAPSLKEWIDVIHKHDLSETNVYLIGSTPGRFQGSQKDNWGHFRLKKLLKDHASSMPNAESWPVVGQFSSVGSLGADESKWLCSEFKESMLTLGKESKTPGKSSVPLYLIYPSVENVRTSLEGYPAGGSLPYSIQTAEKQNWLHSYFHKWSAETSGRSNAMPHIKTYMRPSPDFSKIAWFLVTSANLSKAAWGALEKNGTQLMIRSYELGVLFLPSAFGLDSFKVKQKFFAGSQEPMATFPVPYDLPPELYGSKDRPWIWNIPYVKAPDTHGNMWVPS
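Signal: AlphaScreen proximity between streptavidin donor and anti-FITC acceptor beads on intact substrate. Reaction: Tdp1 1 nM, substrate 15 nM final, 5 min RT after 15 min compound preincubation.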
KAT2A inh: inhibitors of human GCN5L2 histone acetyltransferase; GCN5L2 HAT assay, ThioGlo1 CoA-SH fluorescence; Potency, µM (series often up to 58.9 µM), for inactives: at the top dose activity change, negative = inhibition, actives largely listed as inhibitors; 390,000 tested, 0.21% active; AID 504327
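GCN5L2 (20 nM) in 50mM HEPES pH 7.5, 0.1mM EDTA, 0.01% Tween-20 preincubated 15 min with compounds at room temperature. Reaction started with H3(1-25) 75uM, acetyl-CoA 70uM, ThioGlo1 50uM; CoA-thiol fluorescence (Ex340/Em540) read at 0 and 20 min.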
* = called active by the depositor; ? = inconclusive; . = no result given; & = joins results of further samples; [ ] = remark or other dose. The call rests on the fitted dose curve; in most records, active means well fitted curve in the direction sought with a large enough effect; inconclusive means small, poorly fitted or top-dose-only effect, or another doubt; inactive means no such curve, though single readings can be large; an effect the other way counts as inactive or inconclusive. On the % scale 0 is the no-effect control and ±100 the full control effect; potency means the concentration at half of the fitted maximal effect.

Results follow in this order: DT40 TDP1 no CPT, TDP1 block, KAT2A inh
- CN(C)S(=O)(=O)c1cccc(NC(=O)CN2C(=O)NC3(CCc4ccccc4C3)C2=O)c1 (centres undefined)
→ -26%, 0%, -6%
- CCOC(=O)C1CCN(c2cc(=O)n(Cc3ccc(F)cc3)c(=O)[nH]2)CC1
→ -21%, -4%, -18%
- CCCCS(=O)(=O)N1C2=NC(C(=O)OC)=C(C(=O)OC)[C@@H]3N(C)c4ccc(OC)cc4[C@]23C[C@H]1C(=O)OC
→ ?, 10%[12.3 µM], 26%
- Clc1ccc(C2[C@H]3CN(Cc4cccnc4)[C@H](c4ccccc4)C34CC2(c2ccccc2)C4)cn1 (some centres undefined)
→ ?, 13%&4%, ?
- Cc1nc2cnc(Nc3ccccc3)nc2n(Cc2ccc(F)cc2)c1=O
→ -3%, ., 13%
- COC(=O)CSc1nc(N)c(C#N)c(CC(C)C)c1C#N
→ -3%, 3%, -7%
- CCc1ccc(NC(=O)CC2C(=O)N(c3ccc(OC)cc3)C(=O)N2CCOC)cc1 (centres undefined)
→ 11%, ., 1%
- O=C(Cc1csc(N2CCOCC2)n1)N/N=C/c1ccc(Cl)cc1Cl
→ ?, 1%, 0%
- CC(C)=CC(=O)OCc1csc(CC(=O)Nc2ccccc2C)n1
→ 11%, 1%, -12%
- Cc1cc(Br)ccc1OCC(=O)NNC(=O)c1ccc(NC(=O)C2CC2)cc1
→ ?, 7%, -1%
- Cn1cnc(S(=O)(=O)N2CCN(c3ccc(F)cc3)CC2)c1
→ -5%, 5%, -4%
- Cn1c(-c2ccc(Cl)nc2)nc2cc(Cl)ccc21
→ -19%, ., ?
- FC(F)(F)c1cnc(C(c2ccccc2)c2ncn[nH]2)c(Cl)c1 (centres undefined)
→ -14%, 0%, 2%
- CN1CCN(C(=O)c2cccc(COc3cc(Cl)ccc3Cl)c2)CC1
→ 22µM*, 2%, 0%
- CCS(=O)(=O)N1CCCC(C(=O)NCCN2CCC(Cc3ccccc3)CC2)C1 (centres undefined)
→ ?, 3%, -7%
- COc1ccc(C(=O)NCCCn2nc(C)cc2C)cc1S(=O)(=O)N1CCOCC1
→ -1%, -1%, -3%
- CCN(CC)CC(=O)Nc1sc2c(c1C(=O)c1ccccc1C)CCC2
→ ?, -1%, -1%
- O=C(COc1ccc2c(c1)oc(=O)c1ccccc12)NC(Cc1ccc(Cl)cc1)C(=O)O (centres undefined)
→ -17%, ., -4%
- Cc1ccc(-n2c(=O)c3ccc(C(=O)NCc4ccco4)cc3n(CC(=O)Nc3ccc(C)c(F)c3)c2=O)cc1
→ -25%, -5%, 2%
- CCCc1[nH]nc2c1C(c1ccc(O)c(OC)c1)C(C#N)=C(N)O2 (centres undefined)
→ -25%, 5%, -5%
- COC(=O)c1ccccc1OCCOCCOc1cccc2cccnc12
→ ?, -8%, -5%
- COC(=O)CCC(NS(=O)(=O)OCC(Cl)(Cl)Cl)c1ccccc1 (centres undefined)
→ ?, ., 5%
- CCOc1ccccc1NCc1nnc2n1CCCCC2
→ -8%, 8%, -11%
- CC1CCCC(C)N1C(=O)CSc1nnc(COc2ccc(F)cc2)o1 (centres undefined)
→ ?, ., -8%
- CC1CCCCC1NC(=O)CN1C(=O)c2ccccc2S1(=O)=O (centres undefined)
→ -5%, 0%, -10%
- COc1ccc(C(=O)Cn2nnc(-c3ccccc3-n3cnnn3)n2)cc1
→ -8%, 0%, -9%
- Cc1ccccc1OCc1nc(-c2cccnc2)no1
→ ?, 0%, -3%
- COc1ccccc1C(=O)N/C(=C\c1ccccc1)C(=O)NCc1ccco1
→ -14%, 3%[0.0935 µM], -5%
- O=C(CNc1ccc(F)cc1)N/N=C/C1CC=CCC1 (centres undefined)
→ -13%, 4%, -2%
- N#CC(C(=O)NC1CCCCC1)c1nc2ccccc2nc1N1CCOCC1 (centres undefined)
→ ., 1%, -2%
- CCn1cc(C(=O)O)c(=O)c2cc(F)c(N3CCN(C(=S)Nc4ccccc4OC)CC3)cc21
→ ?, ., -4%
- O=C(Nc1ccccc1Br)C1CCCN(S(=O)(=O)c2cccc3nsnc23)C1 (centres undefined)
→ ?, 0%, 4%
- Cn1nnnc1Sc1ncnc2scc(-c3cc4ccccc4o3)c12
→ ., 0%, -4%
- CC(=O)c1cccc(NC(=O)NNC(=O)CCC(=O)Nc2ccc(C)c(C)c2)c1
→ 2%, 0%, -4%
- O=C(NCC(c1ccco1)N1CCCC1)c1ccccc1F (centres undefined)
→ -2%, 1%, 2%
- COC(Cn1c2c(c3cc(C)ccc31)CCCC2NCc1ccccc1)OC (centres undefined)
→ 15µM*, ., -3%
- COc1ccc(Cl)cc1-c1nc(N)nc(N(C)C)n1
→ 0%, 2%, -1%
- CCc1ccc(OC)c(S(=O)(=O)Nc2ccc(Cc3ccncc3)cc2)c1
→ 8.2µM*, 12%, -4%
- C/C(=N\Nc1nc(-c2ccc(C)cc2)nc2ccccc12)c1ccc([N+](=O)[O-])cc1
→ ., -4%, ?
- Cc1ccc(S(=O)(=O)NN2C(=O)c3ccccc3NC2c2ccccn2)cc1 (centres undefined)
→ -11%, 5%, -1%
- Cc1ccc(-c2cc3c(n2-c2ccc(C(=O)O)cc2)CCCC3=O)cc1
→ -3%, 6%, 2%
- Cc1c(N2C(=O)c3ccc4c5c(ccc(c35)C2=O)CC4)c(=O)n(-c2ccccc2)n1C
→ ?, 18µM*, ?
- COc1ccc(C)c(NC(=O)C2CC(=O)NC3=C2C(=O)CCC3)c1 (centres undefined)
→ -1%, 3%, -5%
- O=C(OCCN1CCCCC1)c1ccccc1Cl
→ 5%, -2%, -5%
- COc1ccc(C(=O)CSc2n[nH]c(=O)[nH]c2=O)cc1
→ -29%, 3%, -6%
- CCc1ccccc1N(CC(=O)Nc1cccc(N(C)S(C)(=O)=O)c1)S(C)(=O)=O
→ -12%, 0%, -2%
- O=C(Nc1ccccc1C(=O)N1CCCCC1)NC1CCCCC1
→ -21%, 6%, 4%
- CC1O[C@H](OC2C(COC3OC(CO)C(O)[C@H](O)C3O)OC(OC3CC[C@]4(C)C(CC[C@@]5(C)[C@@H]4C=C[C@]46OC[C@@]7(CCC(C)(C)C[C@H]74)C(O)C[C@@]56C)C3(C)C)C(O)C2O)C(O)C(O)C1O (some centres undefined)
→ 8%, 1%, 2%
- CC(=O)NCCC(=O)N(C)CC1CCN(CCc2cccc(C(F)(F)F)c2)CC1
→ ?, ., -6%
- Fc1ccc(NC(=S)NC2CC3CCCC(C2)N3Cc2cccs2)cc1 (centres undefined)
→ -8%, 8%, -7%

Next section.
Results follow in this order: DT40 TDP1 no CPT, TDP1 block, KAT2A inh
- Cc1cc(=O)oc2cc(OCCSCCN3CCCC3)ccc12
→ -20%, 3%, -4%
- CC1CC(C)CN(S(=O)(=O)c2ccc(Oc3ccc([N+](=O)[O-])cc3)cc2)C1 (centres undefined)
→ ?, 2%, 2%
- COc1ccc(/C=C/C(=O)OCC(=O)c2c(C)[nH]c3ccccc23)cc1OC
→ -17%, -3%, -9%
- CCn1ccc(C(=O)Nc2ccccc2Cl)n1
→ -7%, 6%, -5%
- CC(=O)Nc1nc(C2CC2)cc(-c2ccccc2)c1C#N
→ 1%, 6%, 1%
- O=C(NCCCn1ccnc1)c1ccccc1F
→ -2%, ., -2%
- CCCCCOC(=O)NCCOC(=O)Nc1ccc(C(=O)OCC)cc1
→ ?, 4%, 2%
- COC(=O)c1cc(C(=O)OC)cc(N2C(=O)CC(N3CCN(c4ccccc4)CC3)C2=O)c1 (centres undefined)
→ ?, 5%, 1%
- Cn1c(-c2ccccc2)cc2onc(-c3ccccc3)c2c1=O
→ 21µM*, -8%, -9%
- Cc1ccc(C(CC(=O)Nc2ccc(C)cc2C)N2Cc3ccccc3C2=O)cc1 (centres undefined)
→ 18µM*, 3%, -9%
- O=S(=O)(NCC1CCCO1)c1cnc(Cl)c(Cl)c1 (centres undefined)
→ 0%, -3%, 4%
- COc1cccc(-n2nnc(-c3nc(-c4ccccc4F)no3)c2C)c1
→ ?, 8%, -3%
- O=C(CSc1ccc(-c2nc3ccccc3[nH]2)cn1)N1CCN(C(=O)c2ccco2)CC1
→ ?, -8%, -9%
- CCc1ccc(C(=O)c2cn(Cc3ccccc3)c3cc(OC)c(OC)cc3c2=O)cc1
→ 16µM*, 8%, -13%
- CCOC(=O)C(c1ccccc1)C(Nc1ccc(F)cc1)c1ccccn1 (centres undefined)
→ 18µM*, -4%, 0%
- COc1ccc(C(=O)NC2CCN(C(=S)Nc3cccc(C)c3C)CC2)cc1
→ 1%, 3%, 0%
- COC(=O)Cc1nnc(NC(=O)C(C)C)s1
→ 10%, 2%, 5%
- CC1CCCN(c2nc3ccccc3nc2C(C#N)C(=O)OC2CCCCC2)C1 (centres undefined)
→ ., 3%, -8%
- Cc1cc(NC(=O)c2c(-c3c(F)cccc3Cl)noc2C)no1
→ -24%, -7%, 0%
- CN(C)CCN(C(=O)C1CCCCC1)c1nc2cc3c(cc2s1)OCO3
→ -4%, 9%, 4%
- Cc1ccc(CN(CC2CCCO2)C(=O)CN2C(=O)C(C(C)C)Oc3ccccc32)o1 (centres undefined)
→ ?, 6%, -6%
- O=C(N/N=C/C=C/c1ccco1)/C(=C/c1ccccc1)NC(=O)c1ccccc1
→ ?, 3%, 28%
- COCCN1C(=O)N[C@@H](c2ccc(Br)cc2)C(C(C)=O)=C1C
→ ., 4%&8%, 0%
- Cc1c(Cc2ccccc2)sc(NC(=O)C(C)(C)C)c1C(N)=O
→ 29µM*, -8%, -1%
- Cc1nnc(NC(=O)CSc2nc(CC(C)C)nc3c2c(=O)n(C)c(=O)n3C)s1
→ 10µM*, 0%, -3%
- CCOC(=O)c1nn(-c2ccc(C)cc2)c(=O)cc1OCC(=O)Nc1cccc(OC)c1
→ -28%, -4%, 1%
- CN(CC(=O)Nc1ccc(OC(F)(F)F)cc1)C(=O)Cc1cccs1
→ ?, 0%, -2%
- Cc1cccc(-c2noc(CN(C)C(=O)COc3ccccc3)n2)c1
→ ?, -2%, ?
- O=c1[nH]c2ccccc2cc1-c1nnn(-c2ccc(F)cc2)n1
→ ?, 1%, -6%
- CN(C)c1ccc(-c2cc([C@H]3[C@@H]4C=CCC[C@@]4(C)C(=O)N3Cc3ccccc3)ccc2F)cc1
→ 23µM*, 7%, -19%
- CC(C)CCNC(=O)CCC(=O)N1Cc2ccccc2Oc2ncccc21
→ -4%, -5%, -3%
- CCCCC1CCc2[nH]nc(C(=O)O)c2C1 (centres undefined)
→ -7%, -3%, -2%
- CCCCn1c(N)c(N(CCOC)C(=O)c2cccc(S(=O)(=O)N(CC)c3ccccc3)c2)c(=O)[nH]c1=O
→ ?, 4%, 2%
- O=C(Cc1cccc2ccccc12)N/N=C/C=C/c1cccc([N+](=O)[O-])c1
→ ?, 3%, -2%
- CC1(C)CC(N2CCN(C(c3ccccc3)c3ccccc3)CC2)=CC(=[N+]2CCCCC2)C1
→ 0.16µM*, 8%, 4%
- C/C(=N\N1CCCCC1)c1ccccc1O
→ -14%, ., 3%
- Cc1cc(C)c(OCCOCCN2CCN(C)CC2)c(Cl)c1
→ ?, ., -2%
- Cc1cc(C)c2c(C)nn(C3CCCCC3)c2n1
→ -22%, 1%, 0%
- O=C(CN1C(=O)NC2(CCc3ccccc32)C1=O)Nc1ccccc1Cl (centres undefined)
→ -27%, 1%, -1%
- COC(=O)c1ccc(COC(=O)c2ccccn2)cc1
→ 4%, 5%, -8%

Some of the entries so far, field by field.
Compound: CCCCC1CCc2[nH]nc(C(=O)O)c2C1 (centres undefined)
  DT40 TDP1 no CPT: -7% | TDP1 block: -3% | KAT2A inh: -2%

Compound: C/C(=N\N1CCCCC1)c1ccccc1O
  DT40 TDP1 no CPT: -14% | TDP1 block: . | KAT2A inh: 3%

Compound: Cc1cc(C)c(OCCOCCN2CCN(C)CC2)c(Cl)c1
  DT40 TDP1 no CPT: ? | TDP1 block: . | KAT2A inh: -2%

Compound: CC(C)CCNC(=O)CCC(=O)N1Cc2ccccc2Oc2ncccc21
  DT40 TDP1 no CPT: -4% | TDP1 block: -5% | KAT2A inh: -3%

Continuation.
Results follow in this order: DT40 TDP1 no CPT, TDP1 block, KAT2A inh
- Cc1ccc(N2CC(NC(=O)c3cccs3)CC2=O)cc1 (centres undefined)
→ -16%, 3%, -6%
- CCN(C[C@H]1N[C@@](Cc2ccccc2)(C(=O)OC)[C@H]2C(=O)N(C)C(=O)[C@@H]12)C(=O)c1ccc(C)cc1
→ -18%, 2%, -5%
- O=C(NC(Cc1c[nH]c2ccccc12)C(=O)O)/C(=C\c1ccccc1)NC(=O)c1ccccc1 (centres undefined)
→ 0%, ., 1%
- O=C(Nc1ccc(Cl)c(Cl)c1)Nc1nnc(CSc2ccccc2)s1
→ 5.2µM*, 0%, -3%

Only part of the results is shown. The share of hits here may be higher or lower than overall.
